# Source: PubChem BioAssay (several laboratories)
# Insulin prom inh: TRM-6 insulin promoter activity inhibition | TRM-6 cells (human fetal islet line), insulin promoter-eGFP reporter, imaging; reporter expression induced with tamoxifen | inhibition, % at 2 µM | 130,000 tested, 0.9% active;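 active = inhibition above the mean plus 3 SD, with well images judged a real hit on visual review, cut at about 60% in these data, passing the limit was not always enough; inconclusive = inhibition over the cutoff but images rejected on review; inactive = inhibition not above the cutoff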
# sdo1 growth: compounds rescuing growth of sdo1-depleted yeast, bone marrow failure model | 140,000 tested, 0.21% active | AID 817 | S. cerevisiae sdo1-depleted JHY4D growth rescue, OD600 30 h; hits give high values; pdr5 snq2 efflux-pump mutant strain | z-score at 10 µM;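 active = z-score above 3 at both the 24 hr and the 30 hr optical density reads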;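 note: z-score against mean and SD of all compound wells on the same plate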
# sdo1 growth Rescue 24 h: further read-out of sdo1 growth, marked with its call; z-score; S. cerevisiae sdo1-depleted JHY4D growth rescue, OD600; measured here: growth rescue at 24 h;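 0 is the plate mean of compound wells and units are plate SD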
# An asterisk follows results filed as active; i = inactive; ? = inconclusive; · = not tested or not shown.
SMILES,Insulin prom inh,sdo1 growth,sdo1 growth Rescue 24 h
CCCN1C(=O)/C(=C/c2ccc(N3CCCC3)c(C)c2)NC1=S,-92.0,-1.57,-0.2
Cc1cccc(C)c1NC(=O)c1cc(-c2ccccn2)nc2ccccc12,-33.3,·,·
CC1CCc2sc(C(=O)NCc3ccc(F)cc3)cc2C1 (stereo not given),7.2,-1.37,-0.94
O=C(NCCCn1ccnc1)/C(=C\c1cccnc1)NC(=O)c1ccco1,-38.5,·,·
COc1cc(/C=N/NC(=O)Cn2nnc3ccccc32)ccc1O,42.9,·,·
CCOc1ncccc1C(=O)Nc1ccccc1C(=O)NCc1ccc2c(c1)OCO2,·,-0.96,-0.55
O=C(Nc1c(C(=O)O)oc2ccc(Br)cc12)c1ccccc1,·,1.17,1.02
COC(=O)CSc1nc2sc3c(c2c(=O)n1-c1ccccc1)CCN(C)C3,38.5,0.09,-0.01
CC(C)CCn1c(SCc2ccc(Cl)cc2)nc2c1c(=O)[nH]c(=O)n2C,-7.7,0.37,1.93
COn1c(=O)c(-c2cccs2)[n+]([O-])c2ccccc21,-87.2,-0.93,-0.27
CCSC1(SCC)N=C(N)C2(C#N)C(c3ccccc3)NC3=C(CCC3)C12C#N (stereo not given),-10.3,-0.6,-0.91
COc1ccc(OC)c(S(=O)(=O)NCc2ccccc2)c1,·,1.22,1.28
Brc1ccc(CNCc2cccs2)cc1,58.3,0.11,-0.56
CCOC1(c2ccccc2)OC(=O)c2ccccc21 (stereo not given),-66.7,-0.37,-0.71
CC(=O)OCC1=C(C(=O)O)N2C(=O)C(NC(=O)c3ccc(COc4cccc(Cl)c4Cl)o3)C2SC1 (stereo not given),41.7,·,·
O=c1cc(-c2ccc3c(c2)OCO3)oc2ccccc12,·,0.28,1.08
Cc1ccc(-c2csc(NC(=O)c3ccc(C)o3)n2)cc1,-14.3,-1.59,-0.14
Cc1c(Cc2ccc3c(c2)OCO3)sc(NC(=O)c2ccc3ccccc3c2)c1C(N)=O,-20.0,-0.99,0.79
CCOC(=O)CSc1ncnc2c1cnn2-c1ccc(Cl)cc1,·,-0.55,0.59
O=C(Nc1ccccc1-c1ccccc1)C12CC3CC(CC(C3)C1)C2,13.3,-0.2,0.36
CCOc1ccc(Cn2nnc(C(=O)NCCc3ccccc3)c2N)cc1,·,-1.91,-1.01
O=C(COC(=O)c1ccc(N2CCCC2=O)cc1)NCc1ccco1,·,1.02,0.55
N/C(=N\OC(=O)C(c1ccccc1)c1ccccc1)c1ccccn1,0.0,-1.85,-1.41
CCCCN=c1sc(C(=O)OC)cc(=O)n1CCCC,?,-0.92,-0.8
CSC[C@@H]1NC(=S)N(c2ccc(C)cc2)C1=O,15.4,-0.86,-0.94
COC(=O)c1ccc(CSc2nnnn2C)o1,·,-0.41,-0.37
COC(=O)[C@H](C)[C@@H]1C[C@@]1(C)[C@@H](NC(=O)OCc1ccccc1)c1ccccc1,0.0,-0.82,-0.44
O=C(Cc1coc2ccc3ccccc3c12)N1CCc2ccccc21,-27.0,-1.19,-1.94
Cc1ccc(-n2c(Cl)c(Cl)nc(Cl)c2=O)cc1,-233.3,-1.79,-1.34
Cc1ccc(C(=O)NC(C)c2ccccc2)cc1Br (stereo not given),-46.1,-1.12,-0.86

# Brought forward from above: four entries; new compounds follow.
SMILES,Insulin prom inh,sdo1 growth,sdo1 growth Rescue 24 h
COC(=O)[C@H](C)[C@@H]1C[C@@]1(C)[C@@H](NC(=O)OCc1ccccc1)c1ccccc1,0.0,-0.82,-0.44
O=C(Cc1coc2ccc3ccccc3c12)N1CCc2ccccc21,-27.0,-1.19,-1.94
Cc1ccc(-n2c(Cl)c(Cl)nc(Cl)c2=O)cc1,-233.3,-1.79,-1.34
Cc1ccc(C(=O)NC(C)c2ccccc2)cc1Br (stereo not given),-46.1,-1.12,-0.86
Cc1ccc(CNC(=O)c2sc3ccc(S(=O)(=O)N4CCCCC4)cc3c2N)cc1,·,-0.94,-1.32
Cc1cccc(-c2nnc(SCC(=O)N3c4ccccc4CCc4ccccc43)n2C)c1,-32.5,-0.64,-0.81
COc1ccc(NC(=O)CC2Oc3ccc(C)cc3NC2=O)cc1 (stereo not given),·,-0.15,-0.62
Cc1c(NC(=O)c2cc(=O)[nH]c(=O)[nH]2)c(=O)n(-c2ccccc2)n1C,45.5,0.46,0.6
CCOc1ccc(-c2nnc(Nc3ccc(OC)c(C(=O)N4CCCCC4)c3)c3ccccc23)cc1,·,0.93,0.78
Cc1cccc(C(=O)NC(NCCc2ccccc2)C(Cl)(Cl)Cl)c1 (stereo not given),·,-0.57,0.06
CCOCc1nnc(NC(=O)C2c3ccccc3Oc3ccccc32)s1,20.0,·,·
Cc1cc(C(F)(F)F)c2c(n1)sc1c(O)cc(=O)[nH]c12,-28.6,-1.09,-0.98
CCOC(=O)c1cc2c(ccn2C)n1CC(=O)N1CCN(c2cccc(C(F)(F)F)c2)CC1,-32.4,-0.74,-0.56
CC1=Nc2ncnn2C(c2ccccc2)/C1=N\O (stereo not given),·,0.13,-0.52
CC(=O)C1=C(C)NC(=O)NC1c1cccc(O)c1 (stereo not given),12.5,0.86,0.54
O=C1c2nc3ccccn3c2C(=O)N1Cc1ccccc1,64.3,0.06,0.19
Cc1oc(-c2ccccc2F)nc1CS(=O)(=O)CC(=O)NCCCN(C)C1CCCCC1,-69.2,-0.37,-0.31
CCCC(=O)NNC(=O)CCC(=O)NCc1ccccc1,·,1.97,1.1
CC1CCC/C(=C\Nc2ccc3c(c2)OCO3)C1=O (stereo not given),·,-0.59,-1.03
CSc1ccc(Cl)c(C(=O)OCC(=O)NC2CC2)c1,-15.8,-0.21,-0.8
Cc1cc(C(=O)N2CCC(C(F)(F)F)n3nccc32)on1 (stereo not given),-13.6,-0.05,-0.78
O=C(C1Cc2ccccc2CN1S(=O)(=O)c1cccs1)N1CCCCCC1 (stereo not given),-13.5,-1.04,-0.56
CCOC(=O)C1C(=O)NC(N2CCN(c3ccccc3)CC2)=NC1c1ccco1 (stereo not given),-23.1,0.47,0.59
COc1ccc2nc(NCCNC(=S)NCCCN3CCOCC3)c(C#N)cc2c1,7.1,·,·
O=c1oc(-c2ccccc2)nc2c1C1(CCCCC1)Cc1ccccc1-2,2.8,0.65,0.06
O=C(COc1ccccc1-c1ccccc1)NCCN1C(=O)S/C(=C\c2cccnc2)C1=O,·,-0.88,-1.16
CCOC(=O)CSc1nc2ccccc2c(=O)n1NC(=O)c1ccccc1,-6.2,-0.7,-0.57
O=C(c1ccccn1)N(CC1CCCO1)C1(C(=O)NC2CCCCC2)CCCCC1 (stereo not given),-7.1,0.28,0.47
CCCN(CC(=O)Nc1ccc(F)c(F)c1F)CC(=O)Nc1c(Cl)cccc1Cl,-5.9,-0.58,-1.25
CCOC(=O)c1sc(NC(=O)c2cncc(Br)c2)nc1C,33.3,-1.06,-0.42
COc1ccc(N(CC(=O)Nc2ccccc2C(=O)NCC(C)C)S(C)(=O)=O)cc1,-30.8,-0.75,-1.68
CCOc1ccccc1/C=c1\sc2nc(-c3ccco3)nn2c1=O,35.7,-1.14,-0.55
CN(C)c1nnnn1-c1ccc(Oc2ncc(C(F)(F)F)cc2Cl)cc1,-18.2,·,·
Nc1nc(COc2ccccc2)cs1,-15.6,0.42,0.4
Cc1ccc(C(=O)NC(=S)NCC2CCCO2)cc1[N+](=O)[O-] (stereo not given),-100.0,·,·
CCCCCC(=O)N1CCN(CCN=CC2=C(O)CC(c3ccco3)CC2=O)CC1 (stereo not given),·,-0.96,-1.09
Clc1nc(Cl)nc(N(c2ccccc2)c2ccccc2)n1,10.0,0.82,-0.29
COC(=O)c1nc(NC2=NCCCCC2)n[nH]1,7.7,-0.45,-0.98
COc1ccc(CC(=O)OCC(=O)Nc2cccc(Cl)c2)cc1,55.6,·,·
CCOCC(=O)Nc1cc(C(=O)Nc2ccccc2)ccc1Cl,·,0.81,0.4
Cc1ccc(S(=O)(=O)N2CCC(C(=O)N[C@H](C(=O)N3CCN(C)CC3)C(C)C)CC2)cc1,·,0.25,0.12
O=C(CSc1nc(SCC(=O)NCc2ccccc2)n(-c2ccccc2)n1)NCc1ccccc1,-50.0,-0.61,-0.94
COc1ccc(N=C2SC(C(=O)O)CC(=O)N2C)cc1 (stereo not given),31.2,0.9,1.83
COCC(=O)Nc1ccc(C)c(Cl)c1,60.6,1.25,1.74
Cc1ccc([N+](=O)[O-])cc1NC(=O)c1ccc(-c2ccccc2)cc1,26.7,-0.24,1.82
Cc1cc(C)n(-c2nnc(SCC(=O)NC3CCCC3)c3ccccc23)n1,-33.3,-0.21,-0.24
CCOc1ccc(OCCN2C(=O)NC3(CCCc4ccccc43)C2=O)cc1 (stereo not given),28.6,-0.61,-0.6
CCC(=O)NCCn1c(C)cc2ccccc21,·,0.69,0.04
c1nc(NCC2CCCO2)c2[nH]cnc2n1 (stereo not given),-17.5,·,·
CCN(CC)c1ccc(NC(=O)COC(=O)C23CCC(=O)N2c2ccccc2S3)cc1 (stereo not given),16.2,0.07,-0.41
NC(N)=N/N=C/c1ccc(Cl)c([N+](=O)[O-])c1,0.0,·,·
CC(=O)c1cc(-c2ccccc2)n(CCC(=O)NC2CCCC2)c1C,-7.1,·,·
O=C1C2C3C=CC(C3)C2C(=O)N1/N=C/c1cc(Br)cc([N+](=O)[O-])c1O (stereo not given),3.6,0.11,0.17
CCn1cc(S(=O)(=O)N2CCN(Cc3ccc(F)cc3)CC2)cn1,-10.0,·,·
c1ccc(-c2ccc(-c3ccccn3)nn2)nc1,-12.5,-0.16,-1.15
Cc1nnc(-c2cnn(-c3ccccc3)c2N)n1Cc1ccncc1,-3.2,0.36,-0.62
Cc1ccc(NC(=O)c2ccccc2)cc1,8.1,-0.03,-0.06
Nc1[nH]nc2nc(N3CCOCC3)nc(-c3ccccc3)c12,50.0,0.01,0.01
CC1C/C(=C/c2ccco2)C(=O)/C(=C/c2ccco2)C1 (stereo not given),-24.1,-0.46,0.18
CCn1c(CSc2nc3ccccc3s2)nnc1SCC(=O)c1ccc(O)c(O)c1,-12.7,1.78,2.85
COc1cc(C2C(C#N)=C(N)Oc3c2oc(CO)cc3=O)cc(OC)c1OC (stereo not given),·,0.66,1.98
Brc1cccc(-c2nnco2)c1,40.7,0.73,0.3
N#Cc1cc([N+](=O)[O-])ccc1Oc1cccc(/C=N/NC(=O)c2ccc(Cl)cc2)c1,67.9,-0.45,0.05
COc1ccc(NC(=O)c2cc(=O)c3ccccc3o2)cn1,32.3,0.27,-0.11
# Carrying on:
SMILES,Insulin prom inh,sdo1 growth,sdo1 growth Rescue 24 h
O=C(OCc1cncs1)c1ccccc1,19.1,·,·
C/C(CCc1ccc2c(c1)OCO2)=N\NC(=O)c1ccccc1Br,-50.0,·,·
O=C(CN(Cc1ccccc1)C1=NCCS1)c1ccccc1,·,1.18,0.94
O=[N+]([O-])c1cccc(/C=C/c2nc(C=Nc3ccc4ccccc4c3)c(O)o2)c1,18.2,0.77,1.85
CCOC(=O)c1c(-c2ccc(C)cc2)csc1NC(=O)CCN1CCOCC1,-9.1,-1.61,-0.86
O=C(CSc1nc(-c2ccco2)cc(C(F)(F)F)n1)N1CCc2ccccc2C1,0.0,-1.24,-0.28
CCC(C)NC(=O)COC(=O)c1oc2ccccc2c1CSc1ccc(Cl)cc1 (stereo not given),-36.5,-1.05,-1.53
COc1ccc(C(C)(C)C)cc1NC(=O)COC(=O)c1cc(SC)ccc1Cl,·,0.39,0.12
CCCCCC1CC1C(=O)N/N=C/c1ccc(N(C)C)cc1 (stereo not given),·,1.41,1.65
COc1ccc(/C(O)=C2\C(=O)C(=O)N(c3cc(C)on3)C2c2ccc(OC)c(OC)c2)cc1OC (stereo not given),18.2,-0.21,0.04
COc1ccc(S(=O)(=O)NNC(=O)c2cc3cc4ccccc4nc3s2)cc1,23.3,-0.98,-0.6
COc1ccccc1N1CCN(C2CCN(C(=O)c3cc(OC)c(OC)c(OC)c3)CC2)CC1,-3.1,0.46,0.54
O=C(C[n+]1ccc(Cc2ccccc2)cc1)Nc1ccc([N+](=O)[O-])cc1Cl,31.7,·,·
Nc1ccc(NC(=O)NC2CCCCC2)cc1,40.0,·,·
O=C(O)c1ccc2cc[nH]c2c1,·,-0.25,-0.3
CCOC(=O)c1c(C)[nH]c(C)c1C(=O)CSc1nc2ccccc2n1CC,·,0.61,1.66
Cc1nn2c(=O)nc3sc4c(c3c2[nH]c1=O)CCCC4,-343.8,·,·
CCOc1cc(C2C3=C(CCCC3=O)NC3=C2C(=O)CCC3)ccc1OCCO,i,-0.76,-1.29
O=C(c1ccncc1)c1ccc(NS(=O)(=O)c2ccc(Br)s2)cc1,·,-0.87,-0.8
Cc1cc(NC(=O)CSc2nnnn2Cc2ccccc2)no1,16.7,-0.68,-0.45

# Molecules shown so far that have bromine (eight):
SMILES,Insulin prom inh,sdo1 growth,sdo1 growth Rescue 24 h
O=C(Nc1c(C(=O)O)oc2ccc(Br)cc12)c1ccccc1,·,1.17,1.02
Brc1ccc(CNCc2cccs2)cc1,58.3,0.11,-0.56
Cc1ccc(C(=O)NC(C)c2ccccc2)cc1Br (stereo not given),-46.1,-1.12,-0.86
CCOC(=O)c1sc(NC(=O)c2cncc(Br)c2)nc1C,33.3,-1.06,-0.42
O=C1C2C3C=CC(C3)C2C(=O)N1/N=C/c1cc(Br)cc([N+](=O)[O-])c1O (stereo not given),3.6,0.11,0.17
Brc1cccc(-c2nnco2)c1,40.7,0.73,0.3
C/C(CCc1ccc2c(c1)OCO2)=N\NC(=O)c1ccccc1Br,-50.0,·,·
O=C(c1ccncc1)c1ccc(NS(=O)(=O)c2ccc(Br)s2)cc1,·,-0.87,-0.8
